RORg inh: qHTS for inhibitors of ROR gamma transcriptional activity; Potency, µM (highest dose often 53.6 µM), for inactives: top-dose activity change, negative = inhibition, usual class: inhibitors; Drosophila S2 Gal4-RORgamma UAS-luciferase reporter, 20 h; 310,000 tested, 5.4% active; further: potency means the concentration at half of the fitted maximal effect; on the % scale 0 is the no-effect control and ±100 the full control effect; nearly all actives have a fitted effect of over 60% in size
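In this cell-based reporter format, copper sulfate (700 uM final) drives Gal4–ROR gamma fusion expression from a metallothionein promoter in Drosophila Schneider cells; compounds preincubated 1 hr, reporter read after 20 hr at ambient temperature.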
Gal4-VP16 FLuc: VP16 counterscreen qHTS for inhibitors of ROR gamma transcriptional activity; Drosophila S2 Gal4-VP16 UAS-luciferase, luminescence, 20 h; Potency, µM (doses to about 53.6 µM), for the others: top-dose activity, negative = inhibition, actives largely listed as inhibitors; 310,000 tested, 3.5% active;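 further: Gal4-VP16 expression switched on by copper sulfate through the metallothionein promoter; potency means the concentration at half of the fitted maximal effect; on the % scale 0 is the no-effect control and ±100 the full control effect; nearly all actives have a fitted effect of over 50% in size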
FLuc modulator: qHTS profiling assay for firefly luciferase inhibitor/activator using purifed enzyme and Km concentrations of substrates (counterscreen for miR-21 project). 360,000 tested, 6.9% active. purified FLuc, Km substrates, luminescence inhibition. AID 588342, 2011. Potency, µM (highest dose often 57.5 µM), without a hit: at the top dose activity change, negative = inhibition, most hits filed as inhibitors. Luciferin 4-monooxygenase (Photinus pyralis), P08659;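 further: potency means the concentration at half of the fitted maximal effect; plate controls were vehicle for no effect and reference inhibitor for full effect; nearly all actives have a fitted effect of over 55% in size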
Target sequence (P08659 whole entry, looked up): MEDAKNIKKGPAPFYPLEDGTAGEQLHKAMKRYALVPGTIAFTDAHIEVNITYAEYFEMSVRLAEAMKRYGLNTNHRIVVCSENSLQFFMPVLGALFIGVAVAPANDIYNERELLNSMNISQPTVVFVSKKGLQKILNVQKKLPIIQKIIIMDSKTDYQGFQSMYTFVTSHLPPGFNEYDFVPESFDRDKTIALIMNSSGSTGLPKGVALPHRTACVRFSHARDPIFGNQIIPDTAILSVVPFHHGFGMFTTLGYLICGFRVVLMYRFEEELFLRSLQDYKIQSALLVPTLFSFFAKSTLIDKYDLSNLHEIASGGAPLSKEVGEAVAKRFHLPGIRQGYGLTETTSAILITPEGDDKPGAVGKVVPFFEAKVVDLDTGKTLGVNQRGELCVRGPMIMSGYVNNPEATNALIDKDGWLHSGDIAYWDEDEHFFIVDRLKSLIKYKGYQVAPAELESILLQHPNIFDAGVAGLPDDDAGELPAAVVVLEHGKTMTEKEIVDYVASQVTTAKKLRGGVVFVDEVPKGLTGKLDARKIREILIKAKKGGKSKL
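Purified P. pyralis luciferase, 10 nM final, with Km-level 10 uM D-luciferin and 10 uM ATP in 50 mM Tris acetate pH 7.5, 10 mM Mg acetate, 0.01% Tween-20, 0.05% BSA; 6-point qHTS titration about 60 µM downward; luminescence read.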
Giardia killer: Small Molecules that selectively kill Giardia lamblia: qHTS. Giardia lamblia trophozoite viability. activity change, % at 7.66 µM, hits read low. 340,000 tested, 0.15% active; in the data active means activity change below about -80%; inconclusive means between about -30% and that limit;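 further: parasites exposed to compound for two days anaerobically before the ATP read; on the % scale 0 is the no-effect control and ±100 the full control effect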
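Media and compound were dispensed first, then trophozoites at 100 cells/well; plates sat 48 hrs at 37 deg C without oxygen before ATP luminescence reagent was added and read after 15-30 min at room temperature.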
uPA surface inh: qHTS for Inhibitors of Cell Surface uPA Generation | Potency, µM (top dose mostly 38.3 µM), inactives show at the highest dose activity change, negative = inhibition, hits mostly inhibitors | 330,000 tested, 0.31% active | cell surface uPA generation assay, qHTS; active means well fitted inhibition curve with a large enough effect; inconclusive means small, poorly fitted or top-dose-only effect; inactive means no such curve, though single readings can be large or run the other way; tested in mouse RAW 264.7 cells; further: potency means the concentration at half of the fitted maximal effect; on the % scale 0 is the no-effect control and ±100 the full control effect; nearly all actives have a fitted effect of over 55% in size
KCNH2 3.1 inh: qHTS for Inhibitors of KCHN2 3.1: Mutant qHTS | 340,000 tested, 0.95% active | activity change, % (tested at about 1.8 µM) | Potassium voltage-gated channel subfamily H member 2, brain isoform KCNH2 3.1 (human) | U2OS KCNH2 3.1, thallium flux FluxOr; stronger effect = lower value;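 active means maximum activity change below -70%; inconclusive means maximum activity change from -70% to -50%; inactive means maximum activity change above -50%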;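 further: thallium influx rate constant from kinetic fluorescence after stimulation buffer; on the % scale 0 is the no-effect control and ±100 the full control effect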
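FluxOr-based Tl+ influx in U2OS cells transduced with KCNH2 3.1 virus; rate constants normalized to DMSO controls.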
ELG1 genotoxic: qHTS screen for small molecules that induce genotoxicity in human embryonic kidney (HEK293T) cells expressing luciferase-tagged ELG1. HEK293T ELG1-luciferase reporter, luminescence, 16 h. Potency, µM (series often up to 46 µM), for the others: at the top dose activity change, positive = activation, hits mostly activators. 330,000 tested, 1.3% active; further: potency means the concentration at half of the fitted maximal effect; % of control where 0% means no effect; nearly all actives have a fitted effect of over 60% in size
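Luminescence read-out: rising ELG1-luciferase signal, reflecting elevated ELG1 protein under genetic stress, flags genotoxic compounds. Cells were treated for 16 hr at 37 °C before ONE-Glo detection.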
Rab9 prom act: qHTS Assay for Rab9 Promoter Activators. Huh7 Rab9 promoter-luciferase reporter, luminescence, 24 h. Potency, µM (doses to about 9.22 µM), inactives show at the top dose activation, negative = inhibition, most hits filed as activators. 320,000 tested, 2.8% active. AID 485297, 2010; further: potency means the concentration at half of the fitted maximal effect; % of control where 0% means no effect; nearly all actives have a fitted effect of over 60% in size
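Rab9 promoter-driven luciferase in stably transfected Huh7 cells; 1500 cells/well rested 2 h, exposed to compound in DMSO for 24 h at 37 °C, 5% CO2. Luminescence read 10 min after adding luciferase reagent at ambient temperature.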
FBPA coupling cs: qHTS Assay for Inhibitors of Fructose-1,6-bisphosphate Aldolase from Giardia Lamblia: Coupling assay counterscreen; 290,000 tested, 0.67% active; activity change, negative = inhibition, % at 58.2 µM, hits read low; coupling enzyme system counterscreen, AmpLite Red fluorescence; in the data active means activity change below about -30%; further: on the % scale 0 is the no-effect control and ±100 the full control effect
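First, compound is pin-transferred into glyceraldehyde-3-phosphate coupling-enzyme reagent at 57.5 uM final and held 10 min at RT. Next, substrate, coupling system and AmpLite Red are added. After 20 min RT, fluorescence (525/598 nm) is read.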
Tb PFK block: qHTS Assay to Find Inhibitors of T. brucei phosphofructokinase | ATP-dependent 6-phosphofructokinase (Trypanosoma brucei brucei), O15648 | T. brucei PFK, ADP-Glo luminescence | Potency, µM (highest dose often 57.5 µM), for the others: at the top dose activity, negative = inhibition, usual class: inhibitors | 330,000 tested, 0.17% active;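 further: potency means the concentration at half of the fitted maximal effect; 0% = uninhibited 1x PFK enzyme wells and -100% = no-enzyme wells; nearly all actives have a fitted effect of over 60% in size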
Target sequence (O15648 whole entry, looked up): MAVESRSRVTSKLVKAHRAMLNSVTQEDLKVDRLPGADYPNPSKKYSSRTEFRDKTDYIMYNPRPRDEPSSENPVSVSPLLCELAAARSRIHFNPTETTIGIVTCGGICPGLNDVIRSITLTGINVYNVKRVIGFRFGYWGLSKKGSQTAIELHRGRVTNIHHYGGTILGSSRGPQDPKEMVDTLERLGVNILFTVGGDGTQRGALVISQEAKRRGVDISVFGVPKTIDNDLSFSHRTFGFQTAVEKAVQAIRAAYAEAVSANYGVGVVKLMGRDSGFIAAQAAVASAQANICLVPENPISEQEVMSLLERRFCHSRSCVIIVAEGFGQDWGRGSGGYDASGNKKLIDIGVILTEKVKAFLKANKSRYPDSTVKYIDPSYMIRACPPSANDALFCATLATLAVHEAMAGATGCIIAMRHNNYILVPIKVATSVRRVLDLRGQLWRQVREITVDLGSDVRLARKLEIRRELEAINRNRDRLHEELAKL
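Activity is normalized to no-enzyme wells (full inhibition) and 1.25 nM enzyme wells (no inhibition). Reaction: 0.5 mM F6P, 0.1 mM ATP, 45 min RT, ADP-Glo luminescence; concentration-response curves fitted and classed by quality.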
NPC1 promoter act: qHTS Assay for NPC1 Promoter Activators. AID 485313, 2010. Potency, µM (titrated, usually from 9.22 µM), for the others: at the top dose activation, actives largely listed as activators. Huh7 NPC1 promoter luciferase reporter, 24 h. 320,000 tested, 2.4% active;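 further: potency means the concentration at half of the fitted maximal effect; % of control where 0% means no effect; nearly all actives have a fitted effect of over 60% in size; reporter is driven by a mutant NPC1 promoter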
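In 1536-well qHTS, Huh7 cells harboring an NPC1 promoter–luciferase construct received compound for 24 h; activation was quantified by luminescence following luciferase reagent addition.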
Starred values were filed as active, the others as inactive; ? = inconclusive; / = no result given; & = joins results of further samples; [ ] = dose if it differs, or a comment. Unless noted, the call rests on the fitted dose curve; in most records, active means well fitted curve in the direction sought with a large enough effect; inconclusive means small, poorly fitted or top-dose-only effect, or another doubt; inactive means no such curve, though single readings can be large; an effect the other way counts as inactive or inconclusive.

SMILES	RORg inh	Gal4-VP16 FLuc	FLuc modulator	Giardia killer	uPA surface inh	KCNH2 3.1 inh	ELG1 genotoxic	Rab9 prom act	FBPA coupling cs	Tb PFK block	NPC1 promoter act
CC(OC(=O)c1ccncc1)C(=O)Nc1ccc([N+](=O)[O-])cc1Cl (stereo not given)	6.2%	20.2%	5.8%	-29.4	3.5%	5.4	7.3%	12.2%	5.3	3.3%	0.4%
O=C(CC1SC(=Nc2ccccc2)N(CCc2ccccn2)C1=O)Nc1ccc(F)cc1 (stereo not given)	35.1%	3.5%	4.5%	-24.6	-13.6%	-7.9	-3.9%	0.0%	-1.3	-0.2%	-1.9%
O=C(COC(=O)c1c(Cl)cccc1Cl)Nc1cc(Cl)ccc1Oc1ccccc1	32.7%	0.3%	-15.7%	-6.8	-1.9%	0.4	-0.1%	-0.2%	-9.0	-4.6%	-4.8%
Cc1ccc(-c2c(C(=O)NCc3ccccc3)oc(=O)c3ccccc23)cc1	?	-82.9%	2.6%&-1.0%	-9.0	1.0%	-21.0	-2.8%	-11.3%	-0.8	-4.5%	-2.3%
COc1ccc(-c2cc(CNC(=O)CCl)on2)cc1	-2.4%	-14.3%	?	-17.9	-12.7%	-0.2	-9.3%	10.3%	3.3	1.2%	0.4%
O=C(NCc1ccco1)C1CCCN1C(=O)Nc1ccc(Cl)cc1 (stereo not given)	9.9%	4.1%	1.8%	-10.8	-1.9%	6.3	-2.5%	-6.0%	1.8	-4.2%	-4.6%
CCn1c(C)cc(/C=C2/SC(=S)N(CC(=O)O)C2=O)c1C	?	?	2.69µM*	12.8	?	5.3	-8.9%	0.9%	14.8	-3.8%	5.2%
CCCC(=O)OC(C(=O)Nc1cc(C(F)(F)F)ccc1Cl)c1ccccc1 (stereo not given)	11.9%	-7.6%	1.1%	13.4	13.4%	5.5	-1.5%	-6.7%	-1.4	-1.6%	-4.9%
CCN1C(=O)c2cccc3c(S(=O)(=O)Nc4ccc(OC)cc4OC)ccc1c23	?	17.8µM*	6.3%	5.5	-0.6%	-8.2	-2.6%	-0.7%	-1.5	0.2%	3.1%
Cc1ccc(/C=N/NC(=O)NC23CC4CC(CC(C4)C2)C3)o1	30.5%	3.0%	?	0.5	-1.3%	-14.9	8.4%	28.6%	-6.6	-4.2%	29.4%
Cc1ccc(C(=O)CCC(=O)NCc2ccc(Cl)cc2)cc1	/	/	-1.1%	3.9	2.2%	3.5	1.4%	-0.9%	/	-9.3%	-7.0%
CC(C)c1ccc(/C=C2\NC(=S)N(Cc3cccnc3)C2=O)cc1	7.94µM*	-20.5%	-14.4%	-4.3	3.1%	-9.3	0.5%	-1.3%	1.0	-6.6%	-5.2%
O=C(COC(=O)CSc1ccc([N+](=O)[O-])cc1)NCc1ccco1	/	/	-20.0%	-0.3	2.2%	39.9	-0.6%	-1.1%	/	-11.2%	-1.4%
CCc1ccc(NC2=CC(=O)CC(c3ccco3)C2)cc1 (stereo not given)	?	0.2%	-12.5%	-10.0	-3.2%	-7.9	3.4%	18.1%	8.4	-1.2%	0.3%
CCOc1ccc(N/C=C/C(=O)c2cc(OC)c(OC)c(OC)c2)cc1	26.0%	2.2%	13.5µM*	-0.3	12.8%	-1.9	-1.7%	0.5%	-1.4	-0.6%	-10.5%
CCc1nc(N2CCCCC2C)c2oc3ccccc3c2n1 (stereo not given)	17.8µM*	?	-3.2%	-8.4	/	-10.5	/	/	3.2	/	/
COc1ccc(CNS(=O)(=O)NCc2ccccc2)cc1OC	35.7%	-4.3%	2.7%	-1.2	-2.7%	/	-5.7%	-0.3%	3.4	-0.6%	-19.4%
CCN(CC)C(=O)CSc1nnc(-c2ccc(S(=O)(=O)N3CCCC3)cc2)o1	0.2%	3.2%	-1.2%	-0.5	2.4%	3.3	-2.6%	0.7%	0.7	1.6%	-4.1%
COc1ccc(Nc2cc(C(=O)NCCCN3CCOCC3)c3ccccc3n2)cc1	17.2%	-4.2%	?	-2.3	-0.1%	-7.4	-5.2%	-1.1%	/	-4.6%	-1.8%
CCn1nnnc1SCC(=O)N(C)C1CCS(=O)(=O)C1 (stereo not given)	/	/	/	-0.1	5.2%	2.8	0.7%	-5.4%	/	-0.2%	2.3%
O=C(NCCc1ccccn1)C1CCCN1S(=O)(=O)c1ccc(Cl)cc1 (stereo not given)	-14.4%	12.2%	0.7%	4.6	3.0%	-3.3	-1.3%	1.2%	1.7	1.6%	-0.6%
CCCCCCCCCC(=O)Nn1cnc2ccccc2c1=O	10.7%	-5.3%	?	16.1	20.8%	4.9	0.6%	-9.2%	4.8	1.2%	-4.4%
COc1ccc(NC(=O)CCNS(=O)(=O)c2ccc3c(c2)CCC(=O)N3)cc1	25.9%	-6.6%	4.7%	-1.0	-11.1%	7.2	1.0%	5.2%	1.2	3.5%	0.8%
CCOC(=O)Cc1cc(=O)n2[nH]c(-c3ccccc3)c(-c3ccccc3)c2n1	?	3.6%	-11.8%	14.3	0.0%	-7.3	-1.0%	-0.2%	8.2	4.9%	-1.2%
COCCN(C(=S)Nc1ccccc1OC)C1CCN(C(C)C)CC1	-1.2%	-12.9%[10 µM]	-2.9%	20.1	2.0%	5.2	-1.4%	-14.8%	-0.4	1.5%	-1.4%
CCOC(=O)C(C)NC(=O)CCc1nnc2ccc(N3CCCCC3)nn12 (stereo not given)	14.7%	-4.1%	-0.5%	4.1	-1.0%	0.6	-1.0%	-1.8%	-1.2	1.0%	0.4%
Cc1ccc(NC(=O)c2sc3nc(CCl)[nH]c(=O)c3c2C)c(C)c1	2.4%	?	9.53µM*	-19.9	-2.2%	30.2	?	?	-0.2	8.1%	22.2%
O=c1oc2ccccc2cc1-c1csc(Nc2nc3ccc(F)cc3s2)n1	?	-10.9%	-9.0%	/	/	/	?	1.1%	-0.4	-3.2%	7.2%
CCN(CCn1cccn1)C(=O)C1CCC(=O)N(CCc2cccc(F)c2)C1 (stereo not given)	-43.9%	5.6%	-3.5%	-10.7	-3.2%	-7.0	4.2%	1.9%	/	-5.1%	5.0%
COc1ccc(S(=O)(=O)NCC(=O)N(CC(=O)NCc2ccco2)Cc2ccc(F)cc2)cc1	19.7%	-8.6%	0.9%	8.2	-3.5%	-8.0	-5.1%	-2.1%	1.5	0.4%	1.0%
CCn1c(SCC(=O)NC2CCCC2)nnc1-c1ccco1	0.4%	8.6%	0.4%	?	2.6%	-1.3	1.1%	0.7%	-0.1	-0.1%	0.5%
CC1CC(C)CN(CCCNC(=O)CN2C(=O)CSc3ccc(S(=O)(=O)N4CCOCC4)cc32)C1 (stereo not given)	-17.2%	-9.9%	-1.2%	-4.9	-9.2%	6.6	0.3%	-3.1%	6.1	-0.1%	-2.1%
O=C(CCN1C(=O)c2ccccc2C1=O)NCCN1CCOCC1	6.1%	-2.6%	0.2%	-15.7	/	6.0	0.5%	-1.7%	1.8	20.4%	0.0%
CC(=O)NC(Cc1ccccc1)C(=O)NC1CCN(C(=O)NCc2ccccc2)CC1 (stereo not given)	0.8%	-0.8%	-0.7%	-18.8	0.9%	-5.9	-0.8%	?	0.2	9.6%	3.3%
COC(=O)C1=C(C)NC(C)=C(C(=O)OC)C1c1ccc(OC(=O)c2oc3ccccc3c2C)c(OC)c1	2.6%	9.9%	1.0%	13.4	-16.7%	-11.2	9.6%	2.3%	1.0	-0.8%	-7.4%
O=C(NCC1OCCCN1S(=O)(=O)c1cc(F)ccc1F)C(=O)NC1CCCCCC1 (stereo not given)	28.6%	-2.7%	2.9%	3.6	15.5%	1.9	4.8%	-0.9%	2.0	-2.8%	-0.1%
COc1ccc(S(=O)(=O)N2CC(C(=O)O)Oc3ccc(Cl)cc32)cc1 (stereo not given)	-1.0%	3.3%	-0.5%	-2.2	2.5%	6.5	-3.6%	-1.2%	2.1	-1.8%	1.7%
Nc1cccc(C(=O)OCC(=O)c2ccccc2)c1	-31.3%	-28.2%	1.35µM*	-13.4	-1.0%	-7.6	?	3.55µM*	-1.4	-3.2%	3.16µM*
CCOC(=O)/C(C#N)=N\Nc1ccc(S(=O)(=O)Nc2nc(C)cc(C)n2)cc1	18.3%	?	-0.6%	-5.7	2.3%	-12.3	0.2%	-9.4%	1.3	12.5%	-1.4%
C=CCC(CC(O)COCCC)C(=O)NNC(=S)Nc1ccccc1 (stereo not given)	0.282µM*	0.794µM*	?	?	-3.2%	6.5	1.1%	14.5%	3.3	2.1%	21.6%

Compound activity (PubChem BioAssay)
